High-throughput results (PubChem)
TCR activator = T cell receptor activation; AID 504894; Potency, µM (doses to about 9.22 µM), for inactives: at the highest dose activation of IL-2 secretion, most hits filed as activators; primary human leukocytes, anti-CD3, IL-2 HTRF, 48 h; 330,000 tested, under 10 active; further: % of control where 0% means no effect
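IL-2 release read by HTRF sandwich (Eu cryptate donor, d2 acceptor, 665 nm emission) after 48 hr exposure of primary human leukocytes to compound together with anti-CD3 beads in the absence of co-stimulatory signals.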
KCNH2 3.1 inh = inhibitors of human KCNH2 3.1 potassium channel isoform; activity change, % (tested at about 1.8 µM); actives 0.95% (n = 340,000); U2OS KCNH2 3.1, thallium flux FluxOr; hits give low values;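 active means maximum activity change below -70%; inconclusive means maximum activity change from -70% to -50%; inactive means maximum activity change above -50%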;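 further: thallium influx rate constant from kinetic fluorescence after stimulation buffer; on the % scale 0 is the no-effect control and ±100 the full control effect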
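Thallium flux via FluxOr fluorescence (Red40 quencher, 45 min loading) in U2OS cells virally expressing the KCNH2 3.1 isoform (1.77 x 10^8 /mL virus, overnight at 37 C). Rate constants from 2-min kinetic reads post-stimulation, normalised to positive and negative controls.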
USP2a block = USP2a (human) protease inhibition | Potency, µM (doses to about 38.3 µM), for the others: top-dose activity change, negative = inhibition, hits mostly inhibitors | O75604 | AID 463254 | USP2 core, Ub-CHOP2 coupled fluorogenic reporter, 485/531 | actives 0.01% (n = 330,000);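 further: potency means the concentration at half of the fitted maximal effect; plate controls were DMSO wells for no effect and full inhibition by NEM control for full effect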
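Cell-free coupled assay: 10nM USP2 core preincubated 30min RT with compound in Tris-HCl pH 8.0/CaCl2/CHAPS buffer, then 25nM Ub-CHOP2 and 25nM reporter substrate; fluorescence (Ex 485/Em 531) read after 60min RT, normalized to NEM inhibition, concentration-response curves fitted.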
A-T KAP1 phos = potential ataxia-telangiectasia treatment; […] A-T fibroblasts, KAP-1 phosphorylation AlphaLISA; neocarzinostatin DNA damage 30 min before lysis; Potency, µM (doses to about 57.5 µM), without a hit: at the top dose activation, usual class: activators; actives 0.19% (n = 320,000); AID 485349; further: potency means the concentration at half of the fitted maximal effect; % of control where 0% means no effect; nearly all actives have a fitted effect of over 45% in size
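hTERT-immortalized A-T patient fibroblasts ([…]), 500 cells/well in OPTI-MEM, 1% FBS, got compounds for 60 min, then NCS for 30 min at 37C. Lysates were then assayed for phospho-KAP-1 by AlphaLISA (anti-pKAP1 donor, anti-KAP1 acceptor beads), 6 hr at 25C.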
hERG WT inh = KCNH2 (human, wildtype) channel inhibition; actives 0.37% (n = 340,000); activity change, % at 1.84 µM; U2OS, BacMam KCNH2, thallium flux FluxOr; hits give low values; AID 720551;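 active means maximum activity change below -70%; inconclusive means maximum activity change between -70% and -50%; inactive means maximum activity change above -50%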; further: on the % scale 0 is the no-effect control and ±100 the full control effect
Target sequence (Q12809 whole entry, looked up): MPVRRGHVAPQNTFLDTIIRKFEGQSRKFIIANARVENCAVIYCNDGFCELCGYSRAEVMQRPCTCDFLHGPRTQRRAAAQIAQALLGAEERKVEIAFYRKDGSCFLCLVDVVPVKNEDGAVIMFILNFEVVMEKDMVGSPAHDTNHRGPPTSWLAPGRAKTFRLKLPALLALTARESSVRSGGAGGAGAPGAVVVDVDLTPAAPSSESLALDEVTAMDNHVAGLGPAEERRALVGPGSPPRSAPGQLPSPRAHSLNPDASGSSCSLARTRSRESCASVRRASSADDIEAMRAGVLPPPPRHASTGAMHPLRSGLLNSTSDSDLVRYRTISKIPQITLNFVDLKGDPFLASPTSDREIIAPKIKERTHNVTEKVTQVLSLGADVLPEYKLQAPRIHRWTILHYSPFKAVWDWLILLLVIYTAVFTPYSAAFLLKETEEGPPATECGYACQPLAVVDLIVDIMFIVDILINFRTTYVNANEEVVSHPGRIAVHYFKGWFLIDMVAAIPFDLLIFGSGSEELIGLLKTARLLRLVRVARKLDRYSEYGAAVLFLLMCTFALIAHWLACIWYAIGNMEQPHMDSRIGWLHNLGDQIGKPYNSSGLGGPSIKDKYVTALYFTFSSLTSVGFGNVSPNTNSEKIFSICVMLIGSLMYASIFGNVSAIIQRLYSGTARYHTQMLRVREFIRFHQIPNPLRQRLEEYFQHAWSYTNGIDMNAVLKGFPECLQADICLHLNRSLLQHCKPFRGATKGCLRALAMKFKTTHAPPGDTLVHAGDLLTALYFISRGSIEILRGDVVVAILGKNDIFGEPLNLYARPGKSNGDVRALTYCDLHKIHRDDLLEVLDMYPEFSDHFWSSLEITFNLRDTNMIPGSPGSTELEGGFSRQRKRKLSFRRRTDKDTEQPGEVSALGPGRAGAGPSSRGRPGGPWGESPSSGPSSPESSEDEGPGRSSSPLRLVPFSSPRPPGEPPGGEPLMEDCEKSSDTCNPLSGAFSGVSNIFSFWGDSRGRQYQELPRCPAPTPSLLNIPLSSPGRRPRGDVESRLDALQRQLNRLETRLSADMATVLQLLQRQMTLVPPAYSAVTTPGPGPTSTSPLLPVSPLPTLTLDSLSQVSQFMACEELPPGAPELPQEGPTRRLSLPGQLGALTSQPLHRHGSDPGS
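U2OS cells were transduced with wild-type KCNH2 virus (2.03 x 10^8 / mL) for 4 h at room temperature, then cultured overnight at 37 C. Thallium flux was read with FluxOr dye. Rate constants were normalized to DMSO controls.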
Mito fusion yeast = blocks mitochondrial division or promotes mitochondrial fusion; S. cerevisiae fusion-defective mutant growth rescue, CellTiterGlo 48 h; Potency, µM (highest dose often 46.1 µM), for inactives: at the top dose growth rescue (activation), hits mostly activators; actives 0.23% (n = 320,000); AID 485298;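 further: potency means the concentration at half of the fitted maximal effect; % of control where 0% means no effect; nearly all actives have a fitted effect of over 45% in size; temperature-sensitive fusion mutants such as fzo1-1 at 37 °C on non-fermentable ethanol glycerol medium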
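Temperature-sensitive fusion-defective S. cerevisiae (e.g. fzo1-1, mgm1-5) were grown with compound in YPEG medium (3% ethanol, 3% glycerol) for 48 hours at 37C. Growth rescue was measured as viability by CellTiterGlo luminescence after 10 minutes at ambient.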
Eya2 phos inh = Eya2 (human) phosphatase inhibition | Potency, µM (series often up to 76.9 µM), without a hit: at the top dose activity, negative = inhibition, most hits filed as inhibitors | O00167 | recombinant Eya2, OMFP fluorescence dephosphorylation (OMFP is methylfluorescein phosphate) | AID 488837 | actives 0.006% (n = 330,000); further: potency means the concentration at half of the fitted maximal effect; on the % scale 0 is the no-effect control and ±100 the full control effect
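Eya2 (0.2 uM) preincubated 10 min at ambient with compound, then OMFP substrate added at 50 uM; 10 min reaction in 50 mM HEPES pH 7.5, 50 mM NaCl, 5 uM MgCl2, 0.05% BSA, 1 mM DTT. Fluorescence read at Ex 485/Em 525 nm.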
TRPV1 agonist = agonists of human vanilloid receptor 1 (TRPV1); Q8NER1; TRPV1-expressing cells, Fluo-8 calcium influx, agonist mode; activation, % at 8.33 µM; actives 0.19% (n = 320,000); AID 540275; in the data active means activation above about 80%; inconclusive means between about 30% and that limit; further: 0% is about no effect
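TRPV1-expressing cells were cultured overnight at 35.5C and loaded with Fluo-8 calcium dye for 40 to 90 min at room temperature. After a 10 s baseline, compound was added and calcium influx was read kinetically for 3 min (ex 480/em 520 nm).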
TSHR antag = antagonists of human thyroid stimulating hormone receptor; TSHR-expressing cells, TSH-stimulated cAMP HTRF, 2 h; hits give low values; P16473; activity change, negative = inhibition, % at 11.5 µM; actives 0.2% (n = 330,000);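 active means activity change below a set negative limit, meaning inhibition stronger than a set level, cut at about -70% in these data; inconclusive means activity change between two set negative limits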; further: on the % scale 0 is the no-effect control and ±100 the full control effect
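Competitive HTRF cAMP read-out (cryptate anti-cAMP antibody, cAMP-d2; 30 min, room temperature) in freshly harvested TSHR cells. Compounds added before TSH at EC80 (4nM final), followed by 2 hours' incubation at 37 deg C.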
ELG1 repair inh = inhibitors of ELG1-dependent DNA repair in HEK293T cells; Potency, µM (highest dose often 46.1 µM), without a hit: at the highest dose activity change, negative = inhibition, most hits filed as inhibitors; HEK293T ELG1-luciferase reporter, luminescence, 16 h; DNA damage induced by 5-fluorouridine; actives 2.3% (n = 330,000); further: potency means the concentration at half of the fitted maximal effect; on the % scale 0 is the no-effect control and ±100 the full control effect; nearly all actives have a fitted effect of over 55% in size
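In this reporter screen, reduction of luminescence relative to DMSO vehicle indicated activity. Compounds and 5-fluorouridine were added together to 2,000 cells per well, incubated for 16 hr at 37 °C, then developed with ONE-Glo.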
* = called active by the depositor; u = inconclusive; x = no result given; [ ] = dose if it differs, or a comment. Unless noted, the call rests on the fitted dose curve; in most records, active means well fitted curve in the direction sought with a large enough effect; inconclusive means small, poorly fitted or top-dose-only effect, or another doubt; inactive means no such curve, though single readings can be large; an effect the other way counts as inactive or inconclusive. These rows are one share of the data. The share of hits here may be higher or lower than overall.

SMILES | TCR activator | KCNH2 3.1 inh | USP2a block | A-T KAP1 phos | hERG WT inh | Mito fusion yeast | Eya2 phos inh | TRPV1 agonist | TSHR antag | ELG1 repair inh
Cc1cccc([C@@H]2[C@@H]3C(=O)N(C)C(=O)[C@@H]3[C@@H]3C(=O)Nc4ccccc4C(=O)N23)c1 | 12.8% | 1.2 | 0.4% | 3.1% | -3.6 | 1.0% | 6.4% | 5.0 | 12.3 | 12.5%
N#Cc1ccc(-c2ccccc2)nc1SCC(=O)c1cc2ccccc2oc1=O | -8.9% | 3.6 | -2.8% | 0.7% | -2.1 | u | -20.2% | 6.2 | -11.3 | 20.1%
Cc1ccc(S(=O)(=O)c2ccc(Oc3ccccc3)cc2)cc1 | 4.5% | -0.4 | -7.1% | 4.6% | -1.9 | -3.0% | -8.2% | -0.5 | -13.8 | -8.1%
CC1=C(C#N)C(c2cccnc2)C2=C(CCCC2=O)N1 (stereo not drawn) | -2.6%[46.1 µM] | 3.2 | -0.2% | 4.2% | 1.8 | -1.6% | 7.0% | -3.1 | -9.2 | 12.1%
C=CCn1c(O)c(CN2CCOCC2)c(C)c(C#N)c1=O | -13.6% | 5.8 | 2.1% | -0.1% | 6.4 | -2.6% | -2.5% | -0.1 | -5.3 | -12.3%
CC1(C)CC(=O)c2cc(OCC(=O)NCc3cccnc3)ccc2O1 | -0.8% | 8.7 | 1.2% | 0.5% | -16.9 | -0.9% | -0.1% | 0.2 | -10.3 | 1.5%
Cc1cccc(NC(=S)N/N=C(\c2ccccc2)C(C)C)c1 | 5.8% | 8.3 | 1.0% | 9.6% | -3.9 | 5.4% | 0.1% | 19.3 | -10.7 | 15.0%
CC(C)Oc1ccc(CCC(=O)N/N=C/c2ccncc2)cc1 | -2.2% | -7.4 | -6.8% | -3.8% | -4.3 | -4.6% | 7.4% | u | 2.5 | -7.3%
COCCOC(=O)C1=C(C)NC(=O)CC1c1cc2c(cc1Br)OCO2 (stereo not drawn) | -29.4% | 4.1 | -0.3% | 2.8% | 3.3 | 5.6% | 7.4% | -10.4 | -8.5 | u
O=C(COC(=O)Cc1ccc(S(=O)(=O)N2CCOCC2)s1)Nc1ccc(OC(F)F)cc1 | 3.4% | 23.1 | 1.1% | -10.1% | -28.1 | x | 6.4% | x | x | u
O=C(NN1C(=O)NC2(CCCCC2)C1=O)c1cc2cc(Cl)ccc2o1 | 4.9% | 2.7 | -3.7% | 9.8% | -3.2 | x | -2.7% | x | 32.0 | -0.7%
Cc1onc(NC(=O)c2ccc(Cl)cc2Cl)c1Br | -4.5% | 4.7 | -1.2% | -0.6% | -1.4 | 1.1% | 22.0% | u | 9.5 | u
O=C(Nc1cccc2ncccc12)c1cccc(Br)c1 | 1.0% | 23.1 | -1.5% | -5.6% | -3.5 | 5.9% | 10.0% | 13.1 | -7.6 | 0.6%
CCOCN(C(=O)Cn1c(C(C)O)nc2ccccc21)c1c(C)cccc1CC (stereo not drawn) | 0.2%[46.1 µM] | 2.2 | 2.6% | x | -15.1 | 0.4% | 1.6% | 3.2 | 15.8 | -1.2%
Cc1ccccc1NC(=O)c1ocnc1C | 6.3%[46.1 µM] | -15.8 | -1.4% | 2.8% | 5.8 | -1.6% | -18.5% | -0.5 | -0.6 | 9.7%
Cc1c(C(=O)N2CCC[C@H]2C(N)=O)oc2c(F)cccc12 | -5.4% | -8.3 | -0.3% | 10.5% | -7.7 | -0.6% | 3.7% | 2.7 | 11.5 | u
CCc1cc(=O)oc2cc(OCC(=O)N3CC[C@@]4(O)CCCC[C@H]4C3)ccc12 | 14.2% | -5.7 | 0.4% | 1.3% | -0.7 | 0.2% | -3.6% | 7.2 | -9.4 | 5.6%
COc1ccccc1C(=O)COC(=O)CN1C(=O)NC2(CCCC2)C1=O | -1.9% | 1.8 | 1.1% | -3.3% | -0.7 | -3.5% | 1.0% | 2.5 | 6.1 | 1.4%
CCOC(=O)c1c(C)nn(Cc2cccc(Cl)c2)c1N | 1.6% | 12.4 | 0.6% | x | -13.4 | -2.1% | 8.9% | 0.7 | -2.6 | -1.5%
COc1cc2nc(C(C)(C)C)oc(=O)c2cc1OC | -13.4% | 7.0 | 0.2% | 43.9% | -6.1 | 8.0% | -3.1% | x | -1.8 | 5.3%
Cc1cccc(OCC(O)CN2CCN(S(=O)(=O)c3ccc(C)cc3C)CC2)c1 (stereo not drawn) | -1.3% | -11.4 | -7.9% | 7.4% | 1.9 | 15.9% | u | 4.1 | -11.8 | 11.6µM*
Cc1cc(NC(=O)CCC(=O)N(Cc2ccco2)C(C(=O)NC2CCCC2)c2ccc(F)cc2)no1 (stereo not drawn) | -1.9% | -14.6 | -0.4% | -0.6% | -7.3 | 0.6% | -6.3% | 11.2 | 0.8 | -5.3%
COc1c(C(=O)Nc2ccc(Cc3ccncc3)cc2)ccc2ccccc12 | -4.3% | -36.2 | -0.3% | -0.5% | -3.3 | u | -0.6% | u | -16.7 | u
CCOCCCNC(=O)C1(O)c2ccccc2NC(=O)N1c1ccc(Cl)c(Cl)c1 (stereo not drawn) | -5.1% | -8.7 | 6.1% | 2.9% | 1.3 | -4.0% | -6.1% | -3.7 | -2.3 | 6.8%
CNC(=O)COc1ccc2oc3c(c2c1)CCCC3 | -2.3% | 13.3 | -0.5% | -1.4% | -1.0 | 15.0% | -5.9% | u | -15.4 | u
CCn1c(=O)cc(SCC(=O)NCCCN2CCN(c3ccc(F)cc3)CC2)c2ccccc21 | 5.7% | -16.0 | 1.4% | -2.3% | 40.9 | -0.4% | 11.8% | 0.1 | -2.5 | 20.7%
O=C(Nc1nccs1)Oc1ccccc1 | -1.6% | 4.5 | -0.1% | 6.7% | -11.7 | 1.6% | 2.2% | 0.1 | 3.7 | 13.9%
COc1ccc(CCN2CC(C(=O)NC3CCCCC3)CC2=O)cc1OC (stereo not drawn) | 4.8% | -4.6 | -2.2% | 2.0% | 1.7 | 17.3% | -16.5% | 0.9 | 7.4 | 9.8%
C=CCC(NCCCO)c1cccc(OC)c1OC (stereo not drawn) | -8.9% | 0.8 | -0.9% | 1.5% | -0.4 | 0.4% | 2.5% | -1.3 | 8.9 | -1.3%
COc1ccc(-n2ccsc2=S)cc1 | -1.5% | 5.3 | 2.0% | 0.1% | 1.4 | -5.2% | 23.4% | 1.5 | -3.9 | 6.6%
COc1ccc(S(=O)(=O)N(CC(=O)Nc2ccc(S(=O)(=O)N3CCOCC3)cc2)Cc2ccc(F)cc2)cc1 | -3.9% | 23.8 | 1.4% | -3.4% | 8.0 | 6.0% | -14.4% | -0.6 | -11.4 | u
CCn1c(SCC(=O)N2CCc3ccccc32)nnc1-c1ccco1 | -1.7% | -1.5 | -2.4% | 6.1% | -9.9 | 4.8% | -1.3% | 2.9 | 5.5 | -7.4%
CCCN(CC(=O)Nc1ccccc1OC)C(=O)c1nc2nc(C)ccn2n1 | 2.3% | 0.4 | 0.3% | 0.4% | -14.9 | x | 5.9% | x | 35.9 | -13.7%
CCCCNC(=O)N(O)C1N(/N=C/c2ccccc2O)C(=S)SC1(C)C (stereo not drawn) | -0.5% | 13.5 | 3.5% | -2.5% | -1.8 | 3.3% | 8.5% | 5.9 | -9.4 | -3.6%
O=C(Nc1nnc(-c2ccccc2F)s1)C1CCCO1 (stereo not drawn) | -10.0%[46.1 µM] | -25.2 | -1.4% | x | -15.5 | 3.5% | -1.6% | 1.0 | 3.1 | u
COc1ccc(OCCCCOc2ccccc2Cl)cc1 | 1.3% | -18.7 | -0.8% | 13.2% | -12.6 | -3.6% | 22.7% | -0.9 | 7.6 | 1.7%
Cc1ccc(NC(=O)COC(=O)Cc2ccc(Br)cc2)cc1S(=O)(=O)N1CCOCC1 | 5.9%[46.1 µM] | -15.0 | 0.2% | -1.1% | 4.5 | x | -0.6% | x | -11.3 | 9.5%
Clc1nnc2ccc(-c3ccccc3)nn12 | 0.3% | 2.3 | -0.4% | 1.5% | 1.5 | -0.8% | -8.1%[15.4 µM] | 1.7 | 1.0 | u
COc1ccccc1C(=O)Nc1cccc(Oc2c(F)c(F)c(F)c(F)c2F)c1 | 7.6% | 12.5 | 7.6% | 9.9% | 3.1 | u | -4.5% | 13.7 | -10.0 | 2.7%
Cc1ccc(NS(=O)(=O)c2ccc(C)c(NC(=O)COc3ccccc3)c2)c(C)c1 | -12.1%[46.1 µM] | 0.1 | 1.7% | 6.2% | -25.2 | u | -1.1% | -2.0 | 15.8 | u
CCOC(=O)N1CCN(C(=O)CSCC(=O)N=c2sc3ccccc3n2C)CC1 | 0.8% | 39.3 | x | x | -1.5 | -8.3% | x | -1.0 | x | x
